# FAS TE block: blocks the thioesterase domain of human fatty acid synthase | P49327 | recombinant FAS-TE, OMFH fluorogenic substrate, fluorescence endpoint | inhibition, % at 15 µM | 360,000 compounds, 0.67% hits | AID 602261;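 active = compounds whose normalised, plate-corrected inhibition of enzyme fluorescence in the single-dose primary screen is 50% or more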;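 note: 0% = DMSO with enzyme and 100% = substrate without enzyme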
# Rpn11 block: Rpn11 (human) deubiquitinase inhibition; O00487; human 26S proteasome, Ub4-pepOG fluorescence polarization; 20S core pre-blocked with epoxomicin; calls only at 20 µM; 360,000 compounds, 0.59% hits;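 active = inhibition at 20 µM, scaled to each plate's controls, above about 33%, limit read from the data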
# MT1-MMP act inh: inhibitors of human MT1-MMP activation; P50281; HT1080 RFP-PRO-GFP cells, GFP/RFP ratio fluorescence, overnight; percent of plate control window, DMSO zero; GFP/RFP ratio change, % at 20 µM; 360,000 compounds, 0.061% hits;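 active = GFP/RFP ratio change of at least 30% with cell ATP level not reduced by more than half and red fluorescence within 50% of control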; note: strong numbers were not always called active
#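 Material: RFP-PRO-GFP reporter HT1080 cells. Dosing: single-point 20 µM compound, 1% DMSO. Controls: DMSO and RFP-L50D-GFP cell wells. Timing: cells overnight before dosing, compound overnight, 37 °C, 5% CO2. Measure: GFP/RFP fluorescence ratio.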
# SKN-1 inh: inhibitors of C. elegans SKN-1; inhibition, % at 21.8 µM; 360,000 compounds, 0.49% hits; C. elegans VP596 Pgst-4::GFP/RFP ratio, acrylamide-induced, 24 h;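 active = interference check ratio from 0.5 to 1.5 plus GFP to RFP signal ratio inhibition reaching or exceeding a fixed threshold, cut at about 30% in these data, passing the limit was not always enough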; note: some compounds called inactive have numbers as strong as hits
# NadD block: blocks S. aureus nicotinate mononucleotide adenylyltransferase; purified NadD enzyme, colorimetric absorbance read-out; inhibition, % at 20 µM; 360,000 compounds, 0.78% hits; AID 602399; in the data active = inhibition above about 26%; note: some compounds past the cut are filed as inactive
# MLLE-PAM2 inh: blocks PAM2 peptide binding to the PABP1 MLLE domain. 360,000 compounds, 0.36% hits. inhibition, % at 20 µM. GST-MLLE / FITC-PAM2 fluorescence polarization. P11940; in the data active = inhibition above about 35%, passing the limit was not always enough;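 note: plate controls were DMSO wells with GST-MLLE for no effect and wells lacking GST-MLLE protein for full effect; some results filed as inactive read as strong as hits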
# CSN inh: inhibitors of human CSN-mediated cullin deneddylation; Q92905; Purified CSN, SCF-Nedd8-OG deneddylation, fluorescence polarization; inhibition, % at 12.5 µM; 360,000 compounds, 0.38% hits;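 active = pattern-corrected inhibition above about 35%, with an unprinted fluorescence ratio check between 0.5 and 1.5, limit read from the data, passing the limit was not always enough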;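 note: 0% = enzyme with substrate and 100% = substrate without enzyme; some results filed as inactive read as strong as hits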
# Target sequence (Q92905 whole entry, looked up, one chain of several): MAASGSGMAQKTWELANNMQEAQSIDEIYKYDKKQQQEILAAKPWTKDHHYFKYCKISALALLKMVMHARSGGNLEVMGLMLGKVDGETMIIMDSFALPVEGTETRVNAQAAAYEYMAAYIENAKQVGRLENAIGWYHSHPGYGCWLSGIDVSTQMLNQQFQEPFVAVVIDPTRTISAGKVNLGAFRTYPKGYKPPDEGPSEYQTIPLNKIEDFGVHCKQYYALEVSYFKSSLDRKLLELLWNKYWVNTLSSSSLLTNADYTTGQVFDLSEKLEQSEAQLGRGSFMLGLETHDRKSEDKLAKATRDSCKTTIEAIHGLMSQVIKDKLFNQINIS
#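 Assay system: purified human Csn5 enzyme expressed in HEK293T cells; measure: % inhibition; also added: SCFSkp2-Nedd8OG substrate at 10 nM final; technique: fluorescence polarization; times: reaction 90 min, room temperature; medium: Tris buffer pH 7.5, NaCl, DTT, Tween-20, trehalose, ovalbumin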
# Rin1 Abl inh: human Rin1-Abl interaction inhibition; P00519+Q13671; TR-FRET Rin1/Abl binding, biochemical; inhibition, % at 7.35 µM; 360,000 compounds, 0.4% hits; in the data active = inhibition above about 5%, passing the limit was not always enough
# Neddylation inh: blocks human cullin neddylation | calls only at 25 µM | 360,000 compounds, 0.58% hits | P61081+Q13564 | TR-FRET cullin neddylation, biochemical; in the data active = inhibition above about 36%
# Target sequence (P61081 whole entry, looked up): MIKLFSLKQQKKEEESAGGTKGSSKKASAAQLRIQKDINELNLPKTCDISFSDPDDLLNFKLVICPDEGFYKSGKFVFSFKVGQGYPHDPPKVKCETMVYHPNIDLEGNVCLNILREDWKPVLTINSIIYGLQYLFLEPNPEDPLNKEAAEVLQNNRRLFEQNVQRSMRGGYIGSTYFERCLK
# Target sequence (Q13564 whole entry, looked up): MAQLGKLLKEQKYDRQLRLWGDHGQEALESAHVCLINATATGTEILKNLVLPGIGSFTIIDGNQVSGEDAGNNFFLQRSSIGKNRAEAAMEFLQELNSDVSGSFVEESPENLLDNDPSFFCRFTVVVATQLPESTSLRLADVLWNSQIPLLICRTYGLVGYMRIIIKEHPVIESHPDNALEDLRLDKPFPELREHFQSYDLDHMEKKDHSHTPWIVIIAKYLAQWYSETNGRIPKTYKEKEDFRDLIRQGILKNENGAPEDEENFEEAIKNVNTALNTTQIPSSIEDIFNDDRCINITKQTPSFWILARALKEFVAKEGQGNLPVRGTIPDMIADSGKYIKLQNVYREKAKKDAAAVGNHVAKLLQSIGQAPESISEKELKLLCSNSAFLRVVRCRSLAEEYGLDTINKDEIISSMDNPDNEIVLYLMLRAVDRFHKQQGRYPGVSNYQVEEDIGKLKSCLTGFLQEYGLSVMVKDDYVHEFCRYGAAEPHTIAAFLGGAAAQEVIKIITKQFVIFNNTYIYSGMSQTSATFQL
# Numbers without * were called inactive; i = inactive; . = not tested or not shown.
SMILES,FAS TE block,Rpn11 block,MT1-MMP act inh,SKN-1 inh,NadD block,MLLE-PAM2 inh,CSN inh,Rin1 Abl inh,Neddylation inh
Cc1cccc([C@@H]2[C@@H]3C(=O)N(C)C(=O)[C@@H]3[C@@H]3C(=O)Nc4ccccc4C(=O)N23)c1,-6.8,i,-2.0,-9.6,-0.4,16.0,-0.9,2.4,i
Cc1ccc(OCCSc2nc3ccccc3n2CC(=O)O)cc1C,3.9,i,0.0,4.1,-2.0,-3.5,1.7,-2.9,i
O=[N+]([O-])c1nn(-c2ccc3c(c2)OCCO3)n(O)c1=NC1CCN(Cc2ccccc2)CC1,-2.3,i,-3.3,-0.9,0.8,15.6,-0.9,-1.5,i
CCNC(=O)CC1C(=O)N(C)C(=S)N1NC(=O)c1ccc(Cl)cc1 (stereo not given),-7.2,i,2.0,-2.4,-4.7,-7.8,1.4,0.7,i
CCCCNC(=O)Nc1cc(C(=O)OC)ccc1C,-5.6,i,7.7,-12.2,-6.3,5.0,-0.3,-3.1,i
O=C(Nc1ccncc1)c1cc2ccccc2cc1O,-7.9,i,-12.7,-9.0,5.8,6.0,-0.7,-4.0,i
NC(=O)c1ccccc1NC(=O)CN1CCN(Cc2ccc(Cl)cc2Cl)CC1,0.6,i,0.7,1.0,0.1,0.3,2.5,2.8,i
COc1ccccc1-c1sc2cc3c(cc2c1C#CC1(O)CCCCC1)OCO3,29.6,i,2.0,4.9,-2.4,5.7,-1.2,3.2,i
CN(C(=O)COC(=O)c1cc(NS(=O)(=O)c2cc([N+](=O)[O-])ccc2Cl)ccc1O)C1CCCCC1,35.6,i,-0.6,3.9,7.6,-7.7,4.2,0.0,i
Cc1ccc(S(=O)(=O)NC(=O)NCc2ccc3c(c2)OCO3)cc1,-5.0,i,5.6,-0.4,0.2,5.3,0.3,-1.0,i
Cc1ccc(N2CC(O)Cn3c2nc2c3c(=O)[nH]c(=O)n2C)cc1 (stereo not given),-6.7,i,1.8,-1.4,-1.9,3.0,4.2,-1.0,i
Cc1cc(C)c2cc(CN(CCCO)S(=O)(=O)c3ccccc3F)c(=O)[nH]c2c1,-3.6,i,-3.1,4.5,-6.5,4.0,5.7,0.0,i
CCN1CCN(CCNC(=O)Cn2c(=O)c3cccn3c3ccc(F)cc32)CC1,-3.7,i,0.5,7.8,-4.0,12.3,-4.9,1.9,i
N=c1ncn(C2OC(CO)C(O)C2O)c2nc(Br)[nH]c12 (stereo not given),-8.9,i,-1.2,4.0,-2.7,6.8,-2.9,3.3,i
COc1ccc(C)cc1NC(=O)c1sc2nc(C)nc(N3CCOCC3)c2c1C,11.9,i,1.4,-1.6,-3.2,-3.5,-4.1,0.1,.
COc1ccc(CCNC(=S)NC(=O)c2cc(OC)c(OC)c(OC)c2)cc1OC,0.0,i,1.1,1.2,-2.2,20.2,-2.8,0.5,i
Cc1nc2oc3ccccc3c(=O)c2cc1C(=O)O,-7.8,i,5.7,9.3,-1.3,12.2,-1.8,-0.4,i
COc1ccccc1NC(=O)C1=C(C)Nc2nc(-c3ccccc3)nn2C1c1ccccn1 (stereo not given),-0.9,i,7.2,1.9,9.3,7.3,3.0,3.3,i
Cc1cc(C(F)(F)F)n(-c2nc(C(=O)N/N=C/c3ccc(F)cc3)cs2)n1,7.9,i,6.0,11.5,1.3,14.6,-1.1,0.0,i
CCOC(=O)C1=C(COC(=O)C(CC)c2ccccc2)NC(=O)NC1C (stereo not given),-3.6,i,2.4,0.0,-2.9,-5.8,-1.2,1.4,i
Cc1nc(-c2ccc(C(=O)Nc3cc(S(N)(=O)=O)ccc3C)cc2)cs1,-1.9,i,-1.9,1.5,-4.5,-5.4,-0.7,-6.1,i
COC(=O)c1cc(NC(=O)Nc2ccccc2)ccc1Cl,5.4,i,0.7,0.7,-5.1,1.2,1.7,1.1,i
COc1cccc(-c2nc(COc3ccc(Cl)cc3Cl)no2)c1,30.8,i,2.3,9.1,-6.1,-4.2,0.0,-0.7,i
COc1cccc(CNC(=O)CCCc2c[nH]c3ccccc23)c1,-0.5,i,5.9,8.0,-3.6,1.4,-0.4,0.5,i
O=C(OCCN=C1NS(=O)(=O)c2ccccc21)c1ccncc1,-4.7,i,-0.4,20.7,-3.0,-1.8,2.7,-1.2,i

# Next section; it opens with the two that closed the last part.
SMILES,FAS TE block,Rpn11 block,MT1-MMP act inh,SKN-1 inh,NadD block,MLLE-PAM2 inh,CSN inh,Rin1 Abl inh,Neddylation inh
COc1cccc(CNC(=O)CCCc2c[nH]c3ccccc23)c1,-0.5,i,5.9,8.0,-3.6,1.4,-0.4,0.5,i
O=C(OCCN=C1NS(=O)(=O)c2ccccc21)c1ccncc1,-4.7,i,-0.4,20.7,-3.0,-1.8,2.7,-1.2,i
COc1cc(/C=C/C(=O)c2ccc(NS(=O)(=O)c3ccc(C)cc3)cc2)ccc1OC(F)F,10.0,i,-1.8,4.6,8.3,-6.0,-5.8,1.6,i
CC(C)(C)OC(=O)N1CCCC(C(=O)Nc2ccc(C(=O)N3CCOCC3)cc2)C1 (stereo not given),-10.2,i,1.3,5.1,-4.6,1.5,0.8,5.1,i
CS(=O)(=O)c1ccc(NC(=O)CCN2C(=O)C3CCCCC3C2=O)cc1 (stereo not given),-6.6,i,2.0,-10.3,-2.9,-1.9,-1.1,-2.2,i
O=C(/C=C/c1ccc2c(c1)OCO2)NCCS(=O)(=O)N1CCN(c2ccccc2)CC1,0.6,i,1.7,14.1,1.5,2.5,0.1,2.2,i
Cc1cccnc1CCNC(=O)C1CCC(=O)N(Cc2cccc(F)c2)C1 (stereo not given),-3.3,i,-4.3,3.9,-4.8,10.9,2.9,1.7,i
Cc1cccc(N2C(=O)c3ccc(C(=O)Nc4ccccn4)cc3C2=O)c1,3.5,i,-0.8,14.8,-5.7,-21.8,5.5,2.0,i
CCOc1ccccc1C(=O)Nc1cc(OC)ccc1OC,22.7,i,3.1,3.5,-4.7,-1.7,3.1,-0.9,i
CN1CCN(c2nc3c(c(=O)[nH]c(=O)n3C)n2Cc2ccccc2F)CC1,-4.1,i,-1.8,9.5,-6.1,3.3,7.8,0.0,i
CCOC(=O)/C(=N/Nc1ccc(Cl)cc1)S(=O)(=O)c1ccccc1,21.6,i,7.2,0.9,-6.9,6.0,-0.7,4.2,i
COc1ccc(-n2nc(C(=O)NCC(=O)N3CC(C)CC(C)C3)c3ccccc3c2=O)cc1 (stereo not given),12.2,i,2.7,2.6,0.4,-5.9,1.7,3.7,i
O=c1[nH]c(CSc2ncc(-c3ccc(F)cc3)n2Cc2ccco2)nc2ccccc12,17.7,i,-3.4,-12.3,1.3,-95.5,-2.4,-6.4,i
CC1CCC(NC(=O)c2cnccn2)CC1 (stereo not given),-7.0,i,0.2,17.5,-3.7,-12.9,-1.7,2.0,i
CCCC(C)c1nc(C(N)=O)c2[nH]c(=O)n(-c3ccc(OC)c(OC)c3)c2n1 (stereo not given),-2.5,i,-2.3,-15.9,10.5,-10.4,2.2,2.1,i
CS(=O)(=O)N(CC(=O)Nc1ccc2c(c1)OCCO2)Cc1ccc(Cl)cc1,18.3,i,0.0,-12.5,-6.4,0.0,2.0,-1.2,i
COc1ccc(NC(=O)Cc2cccs2)c(OC)c1,-3.1,i,-2.2,-8.0,-1.0,-9.7,-1.0,0.8,i
O=S(=O)(c1ccc(Br)cc1)N1CCN(c2cc(-c3ccccc3)nc3ncnn23)CC1,26.3,i,-0.9,-3.9,19.2,-4.2,-0.8,0.1,i
Cc1ccsc1/C=N/n1c(-c2ccncc2)n[nH]c1=S,-7.9,i,1.9,14.5,2.7,-24.1,3.7,-4.5,i
COC(=O)c1sc2nc(-c3ccco3)ccc2c1N,-3.6,i,-2.0,9.2,9.9,19.3,4.0,-0.8,i
Cc1ccc(-n2c(N)c(C(=O)NCc3ccco3)sc2=S)cc1,-2.6,i,0.9,-36.4,-7.3,14.7,2.0,-0.7,i
CCCOc1c(Br)cc(C(N)=O)cc1OCC,-5.2,i,-10.5,6.4,-1.7,-0.9,2.0,0.2,i
CCc1cc(C(=O)OC)c(NC(=O)CCCC(=O)O)s1,-2.5,i,-2.4,1.6,1.0,-6.4,6.3,-0.6,i
C[C@H](CO)N1C[C@H](C)[C@@H](CN(C)C(=O)Nc2ccc3c(c2)OCCO3)OCc2cnnn2CCCC1=O,-8.4,i,0.7,-0.3,0.0,1.2,4.2,-3.3,i
CCOC(=O)C1CCCN(C(=O)c2ccc(N(C)C)cc2)CC1 (stereo not given),-0.5,i,-0.1,-8.6,-2.8,-8.0,1.3,-1.8,i
COc1cccc2nc3c(C(=O)NCCN(C)C)cccc3cc12,-5.9,i,4.6,5.8,2.4,33.4,-5.8,-7.1,i
CC(C)CNc1nc(SCC(=O)Nc2ccccc2)nc(N2CCOCC2)n1,2.6,i,-5.0,2.0,0.4,-17.3,-4.2,0.9,i

# Copied from the list:
# Cc1ccsc1/C=N/n1c(-c2ccncc2)n[nH]c1=S | NadD block = 2.7
# O=C(/C=C/c1ccc2c(c1)OCO2)NCCS(=O)(=O)N1CCN(c2ccccc2)CC1 | MLLE-PAM2 inh = 2.5

# Next part.
SMILES,FAS TE block,Rpn11 block,MT1-MMP act inh,SKN-1 inh,NadD block,MLLE-PAM2 inh,CSN inh,Rin1 Abl inh,Neddylation inh
CCC(C)[C@H](NC(=O)NCCC1=CCCCC1)C(=O)O (stereo not given in full),-3.4,i,-1.8,-0.4,-1.9,9.9,3.2,-2.3,i
CC(C)Nc1nc(Cl)nc(NN(C)c2nc(N(C)C)nc(N(C)C)n2)n1,-7.6,i,-4.6,1.8,1.1,-5.2,-7.4,-0.2,i
COC(=O)c1[nH]c2ccccc2c1NC(=O)c1ccccc1F,-6.1,i,-1.3,9.2,2.5,-3.4,-2.4,-5.2,i
CC(=O)c1ccc(OC(C)C)c(CC(C(N)=O)C(N)=O)c1,-2.5,i,0.1,1.7,-1.5,-7.1,-0.9,1.2,i
COCCn1c(SCC(=O)Nc2cccc(C)n2)nnc1-c1ccco1,-5.2,i,-1.8,9.3,3.4,-3.8,-1.2,-0.9,i
COc1ccc(OC)c(/C=C2\SC(N3CCCCC3)=NC2=O)c1,-1.8,i,-0.6,2.0,-2.5,-5.4,1.1,-1.4,i
CNC(=O)[C@H]1O[C@@H](n2cnc3c(NCc4cccc(I)c4)nc(Cl)nc32)[C@H](O)[C@@H]1O,4.6,i,2.3,4.4,-3.3,-3.6,-3.9,-2.0,i
Cc1c(COc2ccc3ccccc3c2)nnn1CC(=O)NS(=O)(=O)c1ccccc1C(F)(F)F,-0.1,i,2.8,1.4,1.1,-2.6,0.7,3.8,i
O=C(Nc1ccncc1)C1c2ccccc2Oc2ccccc21,-8.0,i,1.6,2.4,-7.1,-6.0,9.8,0.5,i
CC(=O)C1=C(O)C(=O)N(c2ccc(Br)cc2)C1c1ccc(Cl)cc1 (stereo not given),-0.7,i,12.0,-2.4,8.2,-11.8,-0.9,2.0,i
COc1ccc(-n2c(SCC(=O)Nc3nccs3)nnc2-c2ccoc2C)cc1,6.5,i,-1.2,6.7,-7.7,-0.1,-0.1,0.4,i
Cc1ccc(C(C)NC(=S)NC2CCCCC2)c(C)c1 (stereo not given),10.5,i,2.2,-1.8,2.0,-48.8,0.0,-4.2,i

# High-throughput results from PubChem.
